SIRT5 inh – SIRT5 desuccinylase inhibitors, primary screen, biochemical, fluorescence imaging, single point, set 5; NAD-dependent protein deacylase sirtuin-5, mitochondrial (Homo sapiens), Q9NXA8; Purified SirT5, succinyl-peptide AMC, trypsin-coupled fluorescence; inhibition, % at 15 µM; 1.1% of 330,000 active; in the data active = inhibition above about 15%; inconclusive = no clear call, values can overlap the other calls
Target sequence (Q9NXA8 whole entry, looked up): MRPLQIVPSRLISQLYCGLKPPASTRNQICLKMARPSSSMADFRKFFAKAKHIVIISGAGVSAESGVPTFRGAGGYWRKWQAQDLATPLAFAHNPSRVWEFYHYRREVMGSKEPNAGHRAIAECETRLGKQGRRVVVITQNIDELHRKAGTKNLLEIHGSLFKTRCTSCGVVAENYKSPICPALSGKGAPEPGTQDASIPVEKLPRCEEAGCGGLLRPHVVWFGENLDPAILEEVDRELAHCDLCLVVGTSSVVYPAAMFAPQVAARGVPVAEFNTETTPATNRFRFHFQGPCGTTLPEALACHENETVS
LGR2 inh – inhibitors of bursicon-induced LGR2 CRE-luciferase signal, primary screen, cell-based, HEK293, CRE-luciferase reporter, bursicon stimulation; Drosophila bursicon receptor LGR2 (rickets); bursicon-stimulated, 4 h; inhibition, % at 9.99 µM; 0.35% of 380,000 active;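 active = drop in luminescence signal, shown as inhibition above about 50% in the replicate tests, limit read from the data, passing the limit was not always enough; inconclusive = probably only some replicates passing the limit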;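 note: agonist challenge used bursicon conditioned medium at about half maximal strength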
PAX8 reporter – inhibitors of PAX8-driven TPO luciferase reporter, primary screen, RMG-I cells, single concentration. SteadyGlo, 24 h. inhibition, % at 12.6 µM. 1.2% of 360,000 active;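 active = mean replicate inhibition at least 60% with every replicate also reaching 60%; inconclusive = only one of the two criteria is met; inactive = mean below 60% and not all replicates reaching 60%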;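 note: luciferase light reporting Pax8 driven TPO promoter activity; plate controls were median of neutral control wells for no effect and mitoxantrone controls for full effect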
Casp6 inh – human caspase-6 inhibitors, primary screen, biochemical, VEID-R110 fluorescence, single point, set 2 | 0.53% of 350,000 active | P55212 | purified caspase-6, Z-VEID-R110 cleavage fluorescence | inhibition, % at 12.5 µM;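 active = mean inhibition across replicates at least about 35%, with every replicate also reaching that limit, limit read from the data; inconclusive = only one of the two criteria met; inactive = neither criterion met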;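 note: 0% = median of neutral control wells and 100% = no fluorescence left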
Target sequence (P55212 24-179 limits assumed): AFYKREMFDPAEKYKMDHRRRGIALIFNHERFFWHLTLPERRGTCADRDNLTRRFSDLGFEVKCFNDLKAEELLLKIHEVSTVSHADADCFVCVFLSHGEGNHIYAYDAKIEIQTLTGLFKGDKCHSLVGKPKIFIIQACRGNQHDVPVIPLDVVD
Target sequence (P55212 194-293 limits assumed): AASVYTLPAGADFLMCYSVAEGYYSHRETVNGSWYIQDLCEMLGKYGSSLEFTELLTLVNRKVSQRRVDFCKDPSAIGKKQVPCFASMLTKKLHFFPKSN
ARNT-TACC3 inh – disruptors of ARNT/TACC3 protein interaction, primary screen, biochemical, AlphaScreen, single concentration; Transforming acidic coiled-coil-containing protein 3 (Homo sapiens), Q9Y6A5; AlphaScreen His-ARNT PAS-B/GST-TACC3 binding, luminescence; TACC3 fragment carries E629A point mutation; inhibition, % at 9.99 µM; 0.66% of 390,000 active; AID 623870, 2012;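 active = mean inhibition of replicates at least 50% and at least half of replicates each reaching 50%; inconclusive = half or more replicates reach 50% but mean below 50%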;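 note: 0% = complete ARNT plus TACC3 wells and 100% = ARNT alone without TACC3; many hits fall short of the cut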
EWS-Fli block – EWS/Fli-driven NR0B1 reporter inhibitors, primary screen, A673 cells, NR0B1 luciferase, luminescence, MLPCN library; 0.67% of 350,000 active; viability-normalised; inhibition, % at 12.6 µM;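 active = mean inhibition of at least 50% after viability correction, with every replicate also passing that limit; inconclusive = mean reaches 50% but only one of two replicates passes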;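 note: firefly luciferase signal divided by Alamar Blue viability fluorescence both relative to DMSO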
DENV2 CPE rescue – inhibitors of DENV2 cytopathic effect, primary screen, cell-based, plate reader, single concentration. DENV2-infected cells, cytopathic effect rescue. CPE inhibition, % at 9.99 µM. 1.7% of 350,000 active; in the data active = CPE inhibition above about 20%, passing the limit was not always enough; inconclusive = no clear call, values can overlap the other calls; tested in BHK-21 cells;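 note: 0% = median of neutral control wells and 100% = median of positive control wells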
The depositor's hits bear a star; u = inconclusive; x = not tested or not shown; & = joins results of further samples.

canonical_smiles	SIRT5 inh	LGR2 inh	PAX8 reporter	Casp6 inh	ARNT-TACC3 inh	EWS-Fli block	DENV2 CPE rescue
C[C@H](CO)N1C[C@H](C)[C@@H](CN(C)C(=O)NC2CCCCC2)Oc2c(NC(=O)Nc3ccc4c(c3)OCO4)cccc2C1=O	-2&4	-15&-1	-3	1&1	-11&-3	-13&-2	10&9
C[C@@H]1CN([C@H](C)CO)C(=O)c2cc(C#Cc3ccncc3)cnc2O[C@@H]1CN(C)C(=O)c1ccccc1F	2	1	-28	3	3	3	2
O=C(C1CCC(=O)N(C2CC2)C1)N1CCN(c2ccc(Cl)cc2)CC1 (stereo unspecified)	-3	-18	-46	-3	-1	x	-4
CCOc1ccc(NC(=O)CNS(=O)(=O)c2c(C)cc(C)cc2C)cc1	2	-21	10	16	1	7	6
COc1ccc(Br)cc1C1=CC(=O)C[C@H](c2ccc(F)cc2)C1	-4	-10	13	-3	x	1	-10
C[C@@H]1CN([C@@H](C)CO)C(=O)Cc2cc(NC(=O)Cc3ccccc3)ccc2O[C@H]1CN(C)C(=O)Nc1cccc2ccccc12	5	1	22	1	9	1	43*
CN(CC(=O)Nc1ccc(Cl)c(C(F)(F)F)c1)C(=O)C1CC(=O)N(Cc2ccco2)C1 (stereo unspecified)	-1	-5	-14	6	-2	2	-2
CCOC(=O)C(=O)Nc1sc(C(=O)N2CCOCC2)c(C)c1C#N	3	27	-21	-2	x	2	-5
COc1cccc(CN(C)C[C@H]2OCc3cn(nn3)CCCC(=O)N([C@@H](C)CO)C[C@H]2C)c1	-4	-7	x	3	-1	-4	0
COc1ccccc1C(=O)NCC(=O)OC(C)C(=O)NC1CCCCC1C (stereo unspecified)	-4	-8	-4	-1	-4	0	2
O=C(c1ccc(F)cc1F)N1CCN(c2n[nH]c(=O)[nH]c2=O)CC1	-3	5	-12	x	8	-2	15
Cc1[nH]c(=S)sc1Cc1ccc(F)cc1	x	-2	14	x	9	x	x
COc1ccc(C(CC(=O)O)NC(=O)C2CCCCC2)cc1 (stereo unspecified)	1	14	x	-1	-3	x	x
COc1ccc(S(=O)(=O)N(C)C[C@@H]2OCCCC[C@H](C)Oc3ccc(NC(=O)Nc4c(C)noc4C)cc3C(=O)N([C@H](C)CO)C[C@H]2C)cc1	2	1	-11	-3	1	-7	x
COc1cc(/C=C(\C#N)c2ccccn2)ccc1OCC(=O)Nc1c(Cl)cccc1Cl	x	7	9	x	-3	x	x
O=C(COC(=O)CCC(=O)c1cccs1)NC(=O)c1ccc(OC(F)F)cc1	-5	-5	3	-3	-6	1	0
Cc1ccc2c(C)c(C(=O)Nc3cccnc3)oc2c1C	9	-5	-11	1	1	-1	-2
COc1ccc(N(CC(=O)Nc2cccc3ccccc23)S(C)(=O)=O)c(OC)c1	0	-1	4	5	-1	1	-1
Cc1ccc(S(=O)(=O)N2CCC(=O)N(C(COCc3cccc(C(F)(F)F)c3)Cc3ccccc3)CC2)cc1 (stereo unspecified)	x	14	9	-1	-1	29	-19
O=C(Nc1ccc(N2CCN(C(=O)c3ccco3)CC2)cc1)c1cc(Br)ccc1Cl	-1	5	40	4	4	17	-7
O=C(/C=C/c1ccc([N+](=O)[O-])cc1)N1CCN(Cc2ccccc2)CC1	-1	5	36	1	-3	12	-1
O=C(COC(=O)c1ccccc1)Nc1cc(Cl)ccc1Oc1ccccc1	-6	3	-26	3	-3	6	1
Cc1cc(Cl)c2oc(C(=O)N(C)CC3CCOCC3)c(C)c2c1	-3	-29	-60	5	-1	-54	0
COc1ccc(CCNS(=O)(=O)c2c(N)n(C)c(=O)n(C)c2=O)cc1OC	-6	-6	20	-1	-3	-22	-3
COC(=O)C[C@H]1CC[C@@H]2[C@@H](COc3ccc(NS(=O)(=O)c4ccccc4Cl)cc3C(=O)N2C)O1	1	15	1	1	-7	1	2

The results go on:
canonical_smiles	SIRT5 inh	LGR2 inh	PAX8 reporter	Casp6 inh	ARNT-TACC3 inh	EWS-Fli block	DENV2 CPE rescue
O=C(C[C@H]1CC[C@H]2[C@@H](COC[C@H](O)CN2C(=O)c2cnccn2)O1)N1CCN(c2ccccc2)CC1	-5	-8	-2	4	-6	-2	-3
COc1ccc(CN(C)C(=O)c2cccc(S(=O)(=O)NCc3ccccc3)c2)cc1F	0	14	-7	-3	x	-2	-4
C=CCN1C(=O)c2ccc(C(=O)N3CCN(S(=O)(=O)c4ccc(C(C)C)cc4)CC3)cc2C1=O	-1	9	-3	-2	1	1	-3
CN1CCN(CCC(=O)N/N=C/c2ccccc2F)CC1	0	12	1	-1	1	2	0
CC(C)[C@H](NC(=O)c1ccc(Cl)c(Cl)c1)C(=O)N1CCC[C@H]1C(=O)NCCc1ccccc1Cl	0	13	19	0	x	-3	23*
C[C@@H](NC(=O)C[C@H]1C=C[C@H](NC(=O)C2CCC2)[C@H](CO)O1)c1ccccc1	1	5	8	2	2	-9	-2
CCN1CCN(c2ccc(S(=O)(=O)N3CCOCC3)cc2NC(=O)/C=C/c2ccc(C)cc2)CC1	-5	-4	0	-4	3	6	3
CN(C)S(=O)(=O)c1ccc(N2CCCC2)c(C(=O)NNC(=O)c2ccccc2)c1	1	0	-2	1	6	4	-1
CS(=O)c1ccccc1O (stereo unspecified)	-1	25	-8	-1	-2	10	10
COCCn1c(C)cc(C(=O)CN2C(=O)NC3(CCCCCCC3)C2=O)c1C	7	-38	x	9	4	-79	1
O=C(Cc1ccc(S(=O)(=O)N2CCOCC2)s1)N1CCN(S(=O)(=O)c2cccc([N+](=O)[O-])c2)CC1	1	2	5	-1	0	3	-6
CN(C)C(CNC(=O)c1cccc(OC(F)F)c1)c1ccco1 (stereo unspecified)	x	-9	-32	x	2	x	x
COc1ccc(CC(=O)N2CCN(c3ccc(F)cc3)CC2)cc1	-2	5	14	2	-1	3	u
CCCCCCCCN1[C@@H](CC(=O)OCC)c2ccc(C(F)(F)F)cc2S1(=O)=O	-1	20	2	-3	x	-2	7
CCCCCC(O)CCC(=O)NNC1=CC(=O)CC(C)(C)C1 (stereo unspecified)	1	0	1	4	3	-2	0
Cn1c(=O)c([N+](=O)[O-])c(NCc2ccc3c(c2)OCO3)c2ccccc21	6	6	8	5	10	-7	7
Cc1ccc(C(=O)N/C(=C\c2ccc(F)cc2)C(=O)NCCCn2ccnc2)cc1	-2	-1	-8	-14	12	6	-5
COc1cc(C2C(C(=O)c3cc4ccccc4o3)=C(O)C(=O)N2CCN2CCOCC2)ccc1OCCC(C)C (stereo unspecified)	1	-6	x	1	10	4	-2
CCOC(=O)N1CCN(C(C(=O)NC2CCCC2)c2ccco2)CC1 (stereo unspecified)	-3	-15	11	1	x	-7	-6
COc1ccc(C(=O)Nc2ccc(NC(C)=O)cc2)cc1S(=O)(=O)N1CCCC1	-2	-4	3	-3	-4	-2	-5
Cc1ccc(/C=C/C(=O)NC(=S)N2CCN(C)CC2)cc1	-1	-18	-45	-4	-2	-1	4
C[C@@H]1CN([C@H](C)CO)C(=O)c2cc(NC(=O)CCC(F)(F)F)ccc2O[C@@H]1CN(C)Cc1ccc(C(=O)O)cc1	-1	-8	13	2	-1	-3	4
CCCNC(=O)N(C)C[C@@H]1Oc2cc(C#CC(C)C)ccc2S(=O)(=O)N([C@H](C)CO)C[C@@H]1C	-1	-1	5	1	-2	-5	-6
O=C(O)CNS(=O)(=O)c1cccc(Cl)c1	-1	9	2	-1	-6	1	-1
Cc1c(Cc2ccccc2)c(=O)oc2c(O)c(O)ccc12	-4	-19	5	17	21	46	x

Entries of single compounds, quoted from the list. Screens in order: SIRT5 inh, LGR2 inh, PAX8 reporter, Casp6 inh, ARNT-TACC3 inh, EWS-Fli block, DENV2 CPE rescue
`CCOC(=O)N1CCN(C(C(=O)NC2CCCC2)c2ccco2)CC1` (stereo unspecified) across the screens: -3, -15, 11, 1, x, -7, -6
`O=C(Cc1ccc(S(=O)(=O)N2CCOCC2)s1)N1CCN(S(=O)(=O)c2cccc([N+](=O)[O-])c2)CC1` across the screens: 1, 2, 5, -1, 0, 3, -6

(more compounds)
canonical_smiles	SIRT5 inh	LGR2 inh	PAX8 reporter	Casp6 inh	ARNT-TACC3 inh	EWS-Fli block	DENV2 CPE rescue
COc1ccccc1CNC(=O)COc1cccc(-n2cnnn2)c1	-4	-16	-2	1	-2	-8	-7
O=C(Cn1ncn2c(cc3sccc32)c1=O)NC1CCCC1	-2	2	-13	1	0	-7	5
CSC1=NSC2=NC(=O)/C(=C/c3coc4ccc(O)cc4c3=O)C(=N)N12	21*	x	-13	40*	13	9	x
O=C(Cn1c(C(=O)N2CCN(C3CCCC3)CC2)cc2sccc21)c1ccccc1	2	17	x	2	7	4	2
C[C@H](CO)N1C[C@H](C)[C@@H](CN(C)C(=O)c2ccccc2)OCCCC[C@H](C)Oc2ccc(NC(=O)Nc3ccc(C(F)(F)F)cc3)cc2C1=O	3	10	-37	5	-3	-6	2
NC(=O)c1ccsc1NC(=O)CCS(=O)(=O)c1ccccc1	1	-47	33	-2	4	3	-7
CCN(Cc1cccs1)C(=O)c1cccc(S(=O)(=O)N2CCN(C)CC2)c1	-1	-2	-1	-2	-2	0	-2
CC(C)(C)OC(=O)N1CCC[C@H]1C(=O)Nc1ccc(Br)cc1	-4	15	0	-2	-14	1	0
COc1ccc(S(=O)(=O)N(C)C[C@H]2OCc3cn(nn3)CCCC(=O)N([C@H](C)CO)C[C@H]2C)cc1	x	15	4	x	x	-1	x
C=CCNC(=O)C1CC(=O)N(c2ccc(OCC(=O)Nc3ccc(Cl)cc3)cc2)C1 (stereo unspecified)	-4	19	-1	0	1	11	8
Cc1cccnc1NC(=O)c1ccc(S(=O)(=O)NCc2ccco2)cc1	-1	2	15	4	-2	4	-7
O=C(NC1CCCCC1)C(c1ccco1)N(C(=O)c1csnn1)c1cccc(F)c1 (stereo unspecified)	1	-27	0	x	-12	3	-4
C[C@@H]1CN([C@H](C)CO)S(=O)(=O)c2ccc(C3=CCCC3)cc2O[C@H]1CN(C)Cc1ccccc1F	3	22	x	1	x	31	10
Cc1ccc(C(C(=O)NCc2ccccc2)N(C(=O)c2ccccn2)c2ccccc2)o1 (stereo unspecified)	-1	1	-4	5	-2	2	-1
O=C(CN1CCOCC1)Nc1ccc2c(c1)OCCO2	-1	-3	-51	-1	-4	-39	x
N#C/C(=C\c1ccccc1)C(=O)Nc1nncs1	-2	-11	0	-9	3	4	-4
Cc1ccc(C)c(CN2CCC(CNC(=O)Nc3cccc(Cl)c3C)CC2)c1	-10	-1	8	-6	4	9	u
CCOc1cccc(/C=C/c2ccc3cccc(O)c3n2)c1OC	-6	-95	1	-1	14	-95	-5
C[C@@H]1CCCCO[C@@H](CN(C)S(=O)(=O)c2ccccc2)[C@@H](C)CN([C@@H](C)CO)C(=O)c2cc(NS(=O)(=O)c3ccc(Cl)cc3)ccc2O1	14	11	35	0	4	-5	u
Cc1onc(-c2c(F)cccc2Cl)c1C(=O)N1CCCCC1	-4	12	x	-3	-1	1	-4
CC(C)[C@H](NC(N)=O)C(=O)Nc1ccc(Oc2ccccc2)cc1	0	-15	-10	-1	4	19	17
COc1ccccc1CNc1nc(C)c(C(=O)N(C)C)s1	-2	8	5	3	-20	-3	0
NC(=O)c1ccc(NC(=O)CNc2cc(S(=O)(=O)N3CCOCC3)ccc2N2CCCC2)cc1	3	11	5	2	2	-1	4
C[C@@H]1CN([C@@H](C)CO)C(=O)c2cc(NS(=O)(=O)c3ccc(Cl)cc3)ccc2O[C@@H](C)CCCCO[C@@H]1CN(C)C(=O)Nc1ccc2c(c1)OCO2	1	18	-7	1	-3	-10	-3
CC(C)CC1NC(=O)c2cccnc2-n2c1nc1cc(F)ccc1c2=O (stereo unspecified)	11	17	-1	2	x	-7	-3

Assay outcomes: PubChem BioAssay, Broad Institute

Rows were taken by chance (roughly 4.9% active in at least one column).
